Source: PubChem BioAssay
NS5 inhibitors: flavivirus cap methylation enzyme inhibition – biochemical, confirmation dose response, primary screen (AID 588689); Dengue-2 NS5 methyltransferase capping enzyme assay, biochemical; higher % means a stronger effect; inhibition, % at 25 µM, or IC50 in µM where a hit was titrated; hit rate 0.3% among 340,000; in the data active = a potency from the dose series
MgcRacGAP inhibition: MgcRacGAP GTPase-activating activity inhibitors, confirmation, biochemical, ADP Hunter fluorescence | one-dose inhibition, % at 30 µM; IC50 in µM for titrated hits | hit rate 0.6% among 340,000 | MgcRacGAP-stimulated Rac1 GTP hydrolysis, ADP Hunter fluorescence; higher % means a stronger effect; GST-tagged Rac1 F28L mutant substrate;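 active = first-screen hits whose inhibition reached a set limit at any dose in the follow-up dose series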;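 also: fluorescence reports GDP produced by GAP-driven GTP hydrolysis; strong numbers were not always called active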
* = called active by the depositor. The list is partial; the hit share may differ from the screen's.

NS5 inhibitors	MgcRacGAP inhibition	canonical_smiles
-2%	11%	COc1ccc(-c2ccc(CN3C(CC(C)C)C(=O)N(Cc4cn(CC5CCCCC5)nn4)CCS3(=O)=O)cc2)cc1 (stereo not given)
8%	11%	COc1ccc(CCNC(=O)CN(c2ccccc2)S(=O)(=O)c2ccccc2)cc1
1%	7%	COc1ccc(CCNC(=O)C(=O)c2cn(CC(=O)N3CCCC3)c3ccccc23)cc1
9%	18%	COc1cc(NC(=O)c2sc3ncn(CC(=O)N4CCCCC4C)c(=O)c3c2C)cc(OC)c1OC (stereo not given)
-2%	6%	C[C@H](CO)N1C[C@H](C)[C@@H](CN(C)Cc2ccc(-c3ccccc3)cc2)OCc2cnnn2CCCC1=O
-5%	12%	O=C(CS(=O)(=O)Cc1ccccc1)c1ccccc1
-5%	16%	Cn1c(N)c(C(=O)CN2CCN(S(=O)(=O)c3ccccc3C#N)CC2)c(=O)n(C)c1=O
-9%	-5%	Cc1ccc(S(=O)(=O)N(C)C)cc1NC(=O)C(C)OC(=O)CC1CC2CCC1C2 (stereo not given)
3%	-6%	COc1ccccc1C(=O)Nc1ccnn1C1CCN(C2CCCCC2)CC1
7%	15%	CC1C(=O)N(Cc2cn(CCC3OCCO3)nn2)CCS(=O)(=O)N1Cc1ccc(-c2ccc(F)cc2)cc1 (stereo not given)
9%	9%	Cc1ccc(Cc2c(-c3ccc(C#N)cc3)nc3ccc(Br)cn23)cc1
-1%	15%	COc1ccc(S(=O)(=O)N(C)C[C@H]2Oc3ncc(Br)cc3C(=O)N([C@@H](C)CO)C[C@@H]2C)cc1
-3%	18%	CC1CCCCC1NC(=O)CN1CCC(NC(=O)C(C)(C)C)CC1 (stereo not given)
-5%	-1%	CCCCn1c(N)c(N(CCOC)C(=O)c2oc3c(Cl)cccc3c2C)c(=O)[nH]c1=O
-1%	-11%	O=P(c1ccccc1)(c1ccccc1)C(O)c1cccs1 (stereo not given)

Continued.
NS5 inhibitors	MgcRacGAP inhibition	canonical_smiles
-3%	5%	C[C@@H]1CN([C@H](C)CO)C(=O)c2cc(Br)cnc2O[C@H]1CN(C)Cc1cccnc1
-6%	12%	O=C(O)CSc1c(Cl)c(=O)oc2ccc(Cl)cc12
9%	2%	COc1ccc(C(=O)COC(=O)c2cc(=O)c3ccccc3o2)c(OC)c1
-1%	-13%	O=c1cc(-c2ccccc2)oc2ccc3ccccc3c12
-2%	14%	C[C@H]1CN([C@@H](C)CO)S(=O)(=O)c2ccc(Br)cc2O[C@H]1CN(C)C(=O)CCN1CCCCC1
2%	5%	Nc1nccc2c1ncn2C1OC(CO)C(O)C1O (stereo not given)
3%	15%	C[C@H](CO)N1C[C@H](C)[C@@H](CN(C)S(=O)(=O)c2ccc3c(c2)OCCCO3)OCc2cnnn2CCCC1=O
-7%	-9%	CCN(CC)C(=O)C1=C(C)N(CCCOC)C(=O)C(CC(=O)NCc2ccco2)C1 (stereo not given)
0%	14%	CC1=C(C(=O)N(C)C)CC(CC(=O)NC2CCCC2)C(=O)N1CCC1=CCCCC1 (stereo not given)
7%	8%	CN(Cc1ccc(Cl)cc1Cl)C(=O)C1CSC2(C)CCC(=O)N12 (stereo not given)
-1%	12%	O[C@@H]1CN(Cc2cccs2)[C@@H](c2ccc(Cl)cc2)C[C@H]1n1cc(C2CC2)nn1
-1%	1%	O=C(C=Cc1ccc2c(c1)OCO2)C=Cc1ccc2c(c1)OCO2
3%	3%	CC(NC(=O)CN1c2cccc3cccc(c23)S1(=O)=O)c1ccccc1 (stereo not given)
-3%	12%	COc1cccc(NC(=S)NC(Cc2ccccc2)c2ccccc2)c1 (stereo not given)
-5%	3%	O=C(Nc1ccc(Cl)cn1)c1cccc(S(=O)(=O)N2CCCCCC2)c1

Next part.
NS5 inhibitors	MgcRacGAP inhibition	canonical_smiles
-6%	7%	CC(C)(C)NC(=O)C(c1ccc(O)cc1)N(Cc1ccc2c(c1)OCO2)C(=O)CCl (stereo not given)
-1%	19%	CSc1ccccc1C(=O)C1CCCN(C(=O)c2cccc(Cn3cccn3)c2)C1 (stereo not given)
-3%	12%	Cc1cc(C)c(S(=O)(=O)N2CCOC23CCN(S(C)(=O)=O)CC3)c(C)c1
2%	2%	CCC[C@H]1CN(c2ccccc2)C(=O)[C@@H]1CC(=O)NC
1%	3%	CCOC(=O)CCCN(c1[nH]c(C)c(C)c1C#N)S(=O)(=O)c1ccc(C)cc1
3%	10%	CCN(c1ccccc1)S(=O)(=O)c1cccc(C(=O)NCC(c2ccc(OC)cc2)N2CCCCC2)c1 (stereo not given)
2%	9%	Cc1ccccc1S(=O)(=O)N(C)C[C@H]1OCc2cnnn2CCCC(=O)N([C@H](C)CO)C[C@H]1C
0%	13%	COc1cccc(NC(=O)CSCc2nc3sc(C)c(C)c3c(=O)[nH]2)c1
-4%	2%	CCCc1cc(CCC)n2nc(N)nc2n1
3%	5%	Cc1cc(C(=O)NNC(C)Cc2ccccc2)no1 (stereo not given)
-4%	17%	CSc1ncnc2c1ncn2CCCNCc1ccccc1
-5%	2%	C[C@H](CO)N1C[C@H](C)[C@@H](CN(C)C(=O)c2cccnc2)Oc2ncc(Br)cc2C1=O
-4%	284µM*	COc1ccc(NC(=O)CNCc2cccs2)c(OC)c1
-9%	10%	CC1=C(C(=O)N2CCOCC2)CC(CC(=O)NCCCCc2ccccc2)C(=O)N1CCC1=CCCCC1 (stereo not given)
0%	4%	O=C(NC(Cc1nn[nH]n1)C(=O)OCc1ccccc1)OCc1ccccc1 (stereo not given)

New compounds follow.
NS5 inhibitors	MgcRacGAP inhibition	canonical_smiles
3%	16%	Cc1cc(OCC(=O)Nc2nnc(C3CC3)s2)ccc1Cl
3%	-3%	CCC(C)C(CO)NCCCn1cnc2c(OC)ncnc21 (stereo not given)
1%	13%	CCCCN1C(=O)C(CC(=O)NCC2CCCCC2)CC(C(=O)N(C)C)=C1C (stereo not given)
9%	18%	Cc1ccc(C(=O)O)cc1NCc1cccnc1
-2%	6%	Cc1ccc(CS(=O)Cc2ccc(C(=O)N3CCN(c4cccc(C)c4C)CC3)o2)cc1 (stereo not given)
-1%	16%	O=C1c2cccc3cccc(c23)C(=O)N1CCO
-4%	6%	COc1ccc([C@H]2C[C@H](n3cc(COC(=O)c4ccccc4)nn3)[C@@H](O)CN2CC2CCCCC2)cc1
-7%	11%	COc1cc(OC)c(C=Cc2ccncn2)c(OC)c1
-2%	8%	O=[N+]([O-])c1ccc(Sc2ccncn2)c([N+](=O)[O-])c1
3%	17%	CCC[C@H]1CN(Cc2ccccc2)C(=O)[C@@H]1CC(=O)NC
2%	4%	CCC1=C(Nc2ccccc2)COC1=O
-5%	12%	CS(=O)(=O)Nc1ccc2c(c1)[C@H]1C[C@H](CC(=O)NCc3cccc(F)c3)O[C@@H](CO)[C@H]1O2
-2%	-7%	C[C@@H]1CN([C@@H](C)CO)C(=O)CCCn2nncc2CO[C@H]1CN(C)S(=O)(=O)c1ccc(F)cc1
1%	8%	CNC(=O)C[C@H]1C(=O)N(Cc2ccccc2)C[C@@H]1C
-9%	5%	O=C(COC(=O)c1cc([N+](=O)[O-])ccc1N1CCOCC1)NCc1ccccc1

(list continues)
NS5 inhibitors	MgcRacGAP inhibition	canonical_smiles
2%	4%	C[C@@H]1CN([C@H](C)CO)S(=O)(=O)c2ccc(Br)cc2O[C@H]1CN(C)C(=O)C1CCCCC1
-5%	5%	C=CCNC(=O)CN1C(=O)CSc2ccc(S(=O)(=O)N3CCOCC3)cc21
2%	6%	O=C(OCc1cn([C@@H]2C[C@H](c3ccc(Cl)cc3)N(CC3CCCCC3)C[C@H]2O)nn1)c1ccccc1
-2%	5%	O=C(O)C(=Cc1ccncc1)c1cccc2ccccc12
-2%	10%	CCCC#Cc1ccc2c(c1)O[C@@H](CN(C)Cc1ccc3c(c1)OCO3)[C@H](C)CN([C@@H](C)CO)S2(=O)=O
2%	14%	COc1ccc(S(=O)(=O)N2CCC(C(=O)NN3CCCCC3)CC2)cc1
2%	6%	Cc1ccc(S(=O)(=O)N2CCCCC2)cc1NC(=O)COC(=O)C1CC1
-3%	-31%	CC(=O)Nc1ccc(S(=O)(=O)N(CC(=O)NCC2CCCO2)Cc2ccccc2Cl)cc1 (stereo not given)
-7%	12%	COCCNC(=O)C[C@H]1C[C@H]2c3cc(NS(=O)(=O)c4ccc(F)cc4)ccc3O[C@H]2[C@H](CO)O1
6%	7%	Cc1cccc(Cn2c(NC3CCCC3)nc3c2c(=O)[nH]c(=O)n3C)c1
-1%	20%	Cc1cc(C(=O)OC(C)C(=O)NC2CCCCC2C)c2ccccc2n1 (stereo not given)
8%	6%	CCN(CC)C(=O)C1=C(C)N(Cc2ccc(F)cc2)C(=O)C(CC(=O)NC2CCCC2)C1 (stereo not given)
-3%	2%	c1ccc2c(c1)nnn2-c1ccncc1
-6%	14%	Cc1cn([C@H]2C[C@H](O)[C@@H](CNCc3ccc(Oc4cc(-n5cccn5)ncn4)cc3)O2)c(=O)[nH]c1=O
-7%	4%	CC(=O)N1CCN(c2cc(-c3ccccc3)nc3cc(-c4cccc(Cl)c4)nn23)CC1

Reformatted bar-delimited: 12 of the compounds above
canonical_smiles | NS5 inhibitors | MgcRacGAP inhibition
C[C@@H]1CN([C@H](C)CO)S(=O)(=O)c2ccc(Br)cc2O[C@H]1CN(C)C(=O)C1CCCCC1 | 2% | 4%
C=CCNC(=O)CN1C(=O)CSc2ccc(S(=O)(=O)N3CCOCC3)cc21 | -5% | 5%
O=C(OCc1cn([C@@H]2C[C@H](c3ccc(Cl)cc3)N(CC3CCCCC3)C[C@H]2O)nn1)c1ccccc1 | 2% | 6%
O=C(O)C(=Cc1ccncc1)c1cccc2ccccc12 | -2% | 5%
CCCC#Cc1ccc2c(c1)O[C@@H](CN(C)Cc1ccc3c(c1)OCO3)[C@H](C)CN([C@@H](C)CO)S2(=O)=O | -2% | 10%
COc1ccc(S(=O)(=O)N2CCC(C(=O)NN3CCCCC3)CC2)cc1 | 2% | 14%
Cc1ccc(S(=O)(=O)N2CCCCC2)cc1NC(=O)COC(=O)C1CC1 | 2% | 6%
CC(=O)Nc1ccc(S(=O)(=O)N(CC(=O)NCC2CCCO2)Cc2ccccc2Cl)cc1 (stereo not given) | -3% | -31%
COCCNC(=O)C[C@H]1C[C@H]2c3cc(NS(=O)(=O)c4ccc(F)cc4)ccc3O[C@H]2[C@H](CO)O1 | -7% | 12%
Cc1cccc(Cn2c(NC3CCCC3)nc3c2c(=O)[nH]c(=O)n3C)c1 | 6% | 7%
Cc1cc(C(=O)OC(C)C(=O)NC2CCCCC2C)c2ccccc2n1 (stereo not given) | -1% | 20%
CCN(CC)C(=O)C1=C(C)N(Cc2ccc(F)cc2)C(=O)C(CC(=O)NC2CCCC2)C1 (stereo not given) | 8% | 6%

The list goes on:
NS5 inhibitors	MgcRacGAP inhibition	canonical_smiles
-1%	13%	C[C@@H]1CNC(=O)c2c(C(=O)Nc3ccc(CNC(=O)OC(C)(C)C)cc3)ncn21
5%	9%	CCOc1ccc(NC(=O)CSc2nc3cc(C(=O)NCC4CCCO4)ccc3c(=O)n2CC2CCCO2)cc1 (stereo not given)
-36%	10%	C#CCN(C[C@@H]1[C@@H](OC(=O)NCc2ccco2)[C@@H](OC(=O)NCc2ccco2)Cn2c(=O)ccc(=O)n21)S(=O)(=O)c1ccc(C)cc1
-7%	8%	Cc1cc(=O)[nH]c2nc3ccccc3n12
1%	13%	CCc1cccc(NC(=O)COC(=O)c2c(-c3ccccc3)noc2C)c1
6%	7%	Cc1cc(OC(=O)Nc2ccccc2)ccc1Cl
3%	13%	COc1ccc([C@@H]2C[C@H]3[C@@H](CN2S(=O)(=O)c2ccccc2)C(=O)C[C@@H](c2ccc(C)cc2)N3S(=O)(=O)c2ccc(C)cc2)cc1
-3%	15%	COc1ccc(Cl)cc1NS(=O)(=O)c1cccc(C(=O)NCCCN2CCOCC2)c1
-7%	18%	COc1cccc(CNC(=O)c2cc(S(=O)(=O)N3CCCCC3)ccc2C)c1
2%	8%	CCCCCCN1C[C@@H](O)[C@H](n2cc(-c3ccc(F)cc3)nn2)C[C@@H]1c1ccccc1
3%	16%	COc1ccccc1C#Cc1cnc2c(c1)C(=O)N([C@H](C)CO)C[C@@H](C)[C@@H](CN(C)C(=O)c1ccc3c(c1)OCO3)O2
6%	14%	COc1ccc(Cc2nc3ccc(C(=O)NCCc4ncccc4C)cc3o2)cc1OC
6%	12%	CCCCCCn1c(=O)n2n(c1=O)C[C@]1(OC(=O)NCc3ccco3)CN(S(=O)(=O)c3ccc(C)cc3)C[C@]1(O)C2
2%	9%	CC(C)n1ncc2c(C(=O)N3CCN(Cc4cccs4)CC3)cc(C3CC3)nc21
-5%	3%	OCC1OC(n2ccc3c2ncn2ncnc32)C(O)C1O (stereo not given)

More results follow.
NS5 inhibitors	MgcRacGAP inhibition	canonical_smiles
3%	5%	CC12CCC(/C(=C/NNc3ccc([N+](=O)[O-])cc3[N+](=O)[O-])C1=O)C2(C)C (stereo not given)
-10%	10%	COc1ccc([C@H]2C[C@H](n3cc(C4CC4)nn3)[C@@H](O)CN2C(=O)C2CCCCC2)cc1
-2%	12%	Cc1cn([C@H]2C[C@H](O)[C@@H](CNC(=O)[C@H](N)Cc3cn(COCc4ccccc4)cn3)O2)c(=O)[nH]c1=O
-6%	12%	CC(C)[C@H](NC(=O)c1ccc(Cl)cc1)C(=O)Nc1cccc(S(=O)(=O)N2CCOCC2)c1
-3%	19%	COc1ccc([C@H]2N[C@]3(CCCN(Cc4ccc(F)cc4)C3=O)[C@H]3C(=O)N(C)C(=O)[C@@H]23)cc1
3%	5%	Cc1cc(Cl)ccc1OC(C)C(=O)Nc1cccc(S(=O)(=O)N2CCOCC2)c1 (stereo not given)
8%	2%	Cc1ccc(NC(=O)CN(C)C(=O)C2CSC3(C)CCC(=O)N23)cc1 (stereo not given)
7%	8%	COc1ccc(NC(=O)C[C@H]2C(=O)N(C3CCCCC3)C[C@@H]2c2ccccc2)cc1
3%	9%	COc1ccc([C@H]2CN(c3ccccc3)C(=O)[C@@H]2CC(=O)Nc2ccccc2)cc1
7%	7%	CCCc1c(C(=O)N/N=C(\C)c2cccnc2)nnn1-c1nonc1N
